TbREL1 primary: TbREL1 RNA ligase inhibitors, primary screen, biochemical, FRET fluorescence | TbREL1 RNA ligation | AID 1117264, 2014 | 89,000 tested, 0.49% active | inhibition, % at 9.66 µM | RNA-editing ligase 1, mitochondrial (Trypanosoma brucei brucei), P86926;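 active = inhibition above the mean inhibition across all screened compounds plus 3 SD, cut at about 11% in these data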;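 note: 0% = plate median of test wells and 100% = NSC42067 control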
Target sequence (P86926 whole entry, looked up): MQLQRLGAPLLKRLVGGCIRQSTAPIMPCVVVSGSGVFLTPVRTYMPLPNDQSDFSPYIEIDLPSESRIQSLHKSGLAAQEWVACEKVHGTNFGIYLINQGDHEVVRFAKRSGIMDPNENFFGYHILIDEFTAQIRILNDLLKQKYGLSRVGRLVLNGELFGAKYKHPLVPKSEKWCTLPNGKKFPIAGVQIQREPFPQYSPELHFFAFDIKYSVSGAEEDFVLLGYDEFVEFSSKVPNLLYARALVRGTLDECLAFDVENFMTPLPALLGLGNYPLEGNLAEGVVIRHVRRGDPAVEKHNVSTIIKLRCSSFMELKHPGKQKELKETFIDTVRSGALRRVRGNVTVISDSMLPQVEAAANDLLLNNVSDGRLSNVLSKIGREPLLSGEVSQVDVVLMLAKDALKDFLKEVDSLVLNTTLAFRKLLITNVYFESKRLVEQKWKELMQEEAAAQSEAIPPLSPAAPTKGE
An asterisk follows results filed as active. The list is partial. The share of hits here may be higher or lower than overall.

The first six entries, to show the layout:
TbREL1 primary	mol
-1	COc1cc(OC)cc(-c2c(Sc3ccccc3)c3cc(-c4cnc(N5CCOCC5)nc4)ccc3n2C)c1
-2	CN(C)CCN(CC1CCCN(Cc2ccccc2F)C1)C(=O)c1ccc(F)cc1 (stereo not drawn)
-2	C=CCn1c(C)cc(C(=O)CSc2nnc3c(Cl)cc(Cl)cn23)c1C
0	Cc1ccc(/C=C/C(=O)c2ccc(N3CCOCC3)cc2)s1
1	CC(C)c1ccc2[nH]c3nc(SCC(=O)N4CCOCC4)nnc3c2c1
-6	COc1ccc(N2CCN(CCNS(=O)(=O)c3cccc4nsnc34)CC2)cc1

The whole of this part, from the first entry:
TbREL1 primary	mol
-1	COc1cc(OC)cc(-c2c(Sc3ccccc3)c3cc(-c4cnc(N5CCOCC5)nc4)ccc3n2C)c1
-2	CN(C)CCN(CC1CCCN(Cc2ccccc2F)C1)C(=O)c1ccc(F)cc1 (stereo not drawn)
-2	C=CCn1c(C)cc(C(=O)CSc2nnc3c(Cl)cc(Cl)cn23)c1C
0	Cc1ccc(/C=C/C(=O)c2ccc(N3CCOCC3)cc2)s1
1	CC(C)c1ccc2[nH]c3nc(SCC(=O)N4CCOCC4)nnc3c2c1
-6	COc1ccc(N2CCN(CCNS(=O)(=O)c3cccc4nsnc34)CC2)cc1
-1	COc1cc(/C=C(/NC(=O)c2ccccc2Cl)C(=O)O)cc(OC)c1OC
-4	C=CCn1c(SCC(=O)Nc2cc(OC)c(NC(=O)c3ccco3)cc2OC)nnc1-c1ccncc1
0	O=S(=O)(Nc1nc2ccccc2s1)c1ccc(Cl)nc1
-2	CCC1CN(C(=O)NCc2ccc(F)cc2)c2ccccc2O1 (stereo not drawn)

Later entries.
TbREL1 primary	mol
0	CC(C)Nc1nc(NNc2nc(Cl)nc(NC(C)(C)C)n2)nc(NC(C)C)n1
0	CC(=O)N1CCN(C(=O)COC(=O)COc2ccc(C#N)cc2)CC1
0	CCN(CC)C(=S)NC(=O)c1cc(OC)c(OC)c(OC)c1
-1	CN(Cc1ccccc1Br)C(=O)CSc1nnnn1C1CC1
-3	Cn1cc(CNC(=O)c2cc(-c3ccc(Br)cc3)nc3ccccc23)cn1
6	COc1cc(OC)cc(C(C)=O)c1
-1	COC(=O)[C@@]12CCCN1[C@H](c1ccc(-c3ccc(C(C)=O)cc3)c(OC)c1)[C@H]1C(=O)N(C)C(=O)[C@H]12
0	COc1ccc(-n2c(=O)c3ccccc3n(CC(=O)c3ccccc3)c2=O)cc1OC
-3	Cc1nc2ccc(S(=O)(=O)CCC(=O)NCCc3ccccc3)cc2s1
-3	Cn1ccnc1SCC(=O)Nc1cccc(S(=O)(=O)N2CCCCC2)c1

(further entries)
TbREL1 primary	mol
2	Cc1cc(C)c2nc(SC(C)C(=O)NCC(=O)Nc3ccc(F)c(F)c3F)cc(C)c2c1 (stereo not drawn)
1	COCCN(C(=S)Nc1ccc(C)cc1C)C(C)c1ccco1 (stereo not drawn)
2	Cn1c(CSCc2ccc(Cl)cc2)nnc1SCC(=O)Nc1nccs1
-1	CCCCN(C(=O)c1cccc(S(=O)(=O)N2CCCCC2)c1)C1CCS(=O)(=O)C1 (stereo not drawn)
3	CCN(CC(=O)Nc1c(F)cccc1F)C(=O)CNC(=O)COc1ccccc1
-3	CCOC(=O)c1cc(CC)sc1NC(=O)CN1CCN(C(=O)C2CCCO2)CC1 (stereo not drawn)
-3	CCC1Oc2ccc(C)cc2N(CC(=O)NCCc2ccc(OC)c(OC)c2)C1=O (stereo not drawn)
0	Cc1ccc(C(=O)NNc2nc3ccccc3nc2C(F)(F)F)cc1
-4	CCN(CC(=O)NCc1ccc(F)cc1)C(=O)c1ccc(COc2ccccc2)cc1
-1	CCN(CC)CCn1c(=S)[nH]c2cc3c(cc2c1=O)OCO3

The list continues:
TbREL1 primary	mol
-2	COc1ccc(Cn2ccnc2SCC(=O)Nc2ccccc2F)cc1
2	C=CCSc1nnc(NC(=O)c2ccc(N3CCCC3=O)cc2)s1
-3	CCn1c(-c2cc3ccccc3cc2O)n[nH]c1=S
-1	CC(C)(C)OC(=O)N1CCC(c2c(C(=O)NC3CC3)cnn2-c2ccccc2)CC1
-1	CC(C)(C)OC(=O)N1CCC[C@H]1c1nnc(SCc2ccccc2)o1
5	O=C(CSc1nnc2ccccn12)NCc1ccco1
1	Cc1ccc(Cl)cc1N1CCN(Cc2nnnn2C2CCCCC2)CC1
0	CCCC[C@H]1COCCS(=O)(=O)N1Cc1cccc([N+](=O)[O-])c1
-1	CCCn1c(C(O)c2ccc(OCC)cc2)nc2ccccc21 (stereo not drawn)
0	Nc1ccc(S(=O)(=O)Nc2cnc3c(Cl)cccc3n2)cc1

The list goes on:
TbREL1 primary	mol
2	CCn1nc(NC(C)=O)c2cc3ccc(C)cc3nc21
3	CCN(CC(=O)Nc1ccc(OC)cc1)CC(=O)Nc1ccc2c(c1)OCO2
-4	Cc1noc(C)c1C(=O)Nc1cccnc1
2	CCOc1ccc(S(=O)(=O)N2CCCCC2)cc1NC(=O)Cc1cccs1
10	C/C(CC(C)C)=N\NS(=O)(=O)c1ccc(C)c([N+](=O)[O-])c1
-1	COC(=O)C1(C)NC(c2ccco2)C2C(=O)N(c3ccc(F)cc3)C(=O)C21 (stereo not drawn)
1	Cc1cc(C)c(NC(=O)CSc2nccn2C)c(C)c1
4	CCn1c(C)nc2cc(N)ccc21
-1	CCCCCCCCNC(=O)c1cnccn1
2	C=CCN(C(=O)[C@@H](CCCC)[C@@H](O)c1ccc(Cl)cc1)c1ccccc1

(next part)
TbREL1 primary	mol
-1	O=c1[nH]c(-c2ccccc2)cs1
-1	COC(=O)c1ccc(CSc2nc3scc(-c4cccs4)c3c(=O)[nH]2)o1
-2	COc1ccc(C(=O)COC(=O)c2ccc(NC(=O)c3ccccc3)cc2)cc1
-2	CCC1CCCCN1C(=O)c1cc2cc(Br)ccc2oc1=O (stereo not drawn)
0	COc1ccc(CN2CCC(C)(Oc3ccc4c(c3)OCO4)C2)c2ccccc12 (stereo not drawn)
4	Cc1ccc(-c2cc(C(=O)NC3CCCCC3)no2)cc1
0	CC1=C(C(=O)OCC(C)C)C(c2cccc(F)c2)N2C(=O)C(C)SC2=N1 (stereo not drawn)
-1	CCOC(=O)C1CCCN(c2c(Nc3cccc(C)c3)c(=O)c2=O)C1 (stereo not drawn)
-1	CC(C)COC(=O)N1CCCCC1c1cc(C(=O)Nc2ccccc2)no1 (stereo not drawn)
-3	COc1ccc(C(C(=O)NC2CCCC2)N(C(=O)c2snc(C(N)=O)c2N)c2cc(C)ccc2OC)cc1OC (stereo not drawn)

Remaining list, next part
TbREL1 primary	mol
-2	CCCc1nnc(SCC(=O)N2CCCCC2C)n1CCCOC (stereo not drawn)
4	Cc1cccc(NS(=O)(=O)c2ccccc2)n1
3	CCNC(=O)NC(=O)C(C)Sc1nc2ccccc2n1CC(C)C (stereo not drawn)
0	Cc1c(Br)c([N+](=O)[O-])nn1CC(=O)N1CCc2ccccc21
-2	COc1ccc(/C(C)=N/N2C(=O)c3ccccc3NC2c2ccc(O)c(OC)c2)cc1 (stereo not drawn)
0	O=C1[C@H]2[C@@H](/C=C/c3ccccc3)N3C(=O)CN(CCO)C(=O)[C@@]3(Cc3ccccc3)[C@H]2C(=O)N1c1ccccc1
0	O=C(Nc1nc2ccc(S(=O)(=O)N3CCCCC3)cc2s1)C1CCCO1 (stereo not drawn)
-2	Cc1nc2cc(C(F)(F)F)ccc2n1C1CCN(C(=O)N2CCOCC2)CC1
-2	CC(C)CC(=O)Nc1ccc(C(=O)COC(=O)C2=COCCO2)cc1
-3	Cc1cc(/C=C(\C#N)C(=O)O)c(C)n1CC1CCCO1 (stereo not drawn)

Later entries:
TbREL1 primary	mol
9	NC(COCc1ccccc1)c1csc(Nc2ccc(C(F)(F)F)cn2)n1 (stereo not drawn)
-4	N#CCC(=O)N/N=C\c1cccc(OC/C=C/c2ccccc2)c1
2	O=C(NCC1CCCO1)c1ccc(Br)o1 (stereo not drawn)
0	CC(C)NC(=O)COC(=O)/C=C/c1ccc(F)cc1
-1	CCN(CC)S(=O)(=O)c1ccc(C(=O)Nc2ccc3c(c2)OCCO3)cc1
1	CCOC(=O)CNC(=O)C1Cc2ccccc2CN1S(=O)(=O)c1cccs1 (stereo not drawn)
-5	COc1ccccc1NC(=O)Cc1nnc(SCC(=O)NC2CCCCC2C)n1C (stereo not drawn)
2	CN(CC(=O)Nc1ccccc1Cl)C(=O)COC(=O)/C=C/c1cccc(C(F)(F)F)c1
3	CCN(CC)CCn1c(=N)n(CC(O)COc2ccccc2)c2ccccc21 (stereo not drawn)
0	O=C(c1ccc(F)cc1Cl)N(Cc1ccccn1)CC1CCCO1 (stereo not drawn)

Rewritten with each value named: part of the list above.
CC(C)NC(=O)COC(=O)/C=C/c1ccc(F)cc1
  TbREL1 primary: 0

CCN(CC)S(=O)(=O)c1ccc(C(=O)Nc2ccc3c(c2)OCCO3)cc1
  TbREL1 primary: -1

CCOC(=O)CNC(=O)C1Cc2ccccc2CN1S(=O)(=O)c1cccs1 (stereo not drawn)
  TbREL1 primary: 1

COc1ccccc1NC(=O)Cc1nnc(SCC(=O)NC2CCCCC2C)n1C (stereo not drawn)
  TbREL1 primary: -5

Continuation.
TbREL1 primary	mol
-2	Cc1cc(N)n2nc(-c3ccc(C(C)(C)C)cc3)cc2n1
4	COc1ccc(N2CCOCC2)c(NC(=O)c2cccnc2)c1
-1	CCCc1nc2sc3c(SCC(=O)NCc4ccco4)ncnc3c2c2c1CCC2
1	CC(C)N1CC(C(=O)O)CC1=O (stereo not drawn)
-5	O=C(CSc1nc2ccccc2o1)Nc1nc2c(s1)CCCC2
0	Cc1cc(Br)cn2c(Cc3ccccc3)c(C3CCCCC3)nc12
-4	O=C(CSc1nc2ccc(N3CCOCC3)cc2c(=O)n1CCc1ccccc1)NCC1CCCO1 (stereo not drawn)
-5	COC(=O)c1sccc1-n1cccc1C(=O)C(=O)Nc1ccc(F)cc1
-3	Cc1cccc(C)c1NC(=O)CN(C)C(=O)CC1CC2CCC1C2 (stereo not drawn)
1	CC(C)(C)OC(=O)CNC(=O)c1[nH]cnc1C(=O)Nc1ccc(Cl)cc1

(next part)
TbREL1 primary	mol
-2	CSC1=NCCN1C(=O)Cc1ccc(Cl)cc1
2	C(=N\Nc1nc2ccccc2[nH]1)/c1ccc2c(c1)OCCO2
3	C[C@H](NC(=O)c1nc[nH]c1C(=O)NC1CCNCC1)C(=O)OC(C)(C)C
-1	Cc1ccc(-n2c(=O)c3sccc3n(Cc3cc(=O)n4ccccc4n3)c2=O)cc1
-1	CCOC(=O)C(CCSC)Nc1nc(Cl)nc(Nc2ccc(Cl)cc2)n1 (stereo not drawn)
2	Cc1ccc(S(=O)(=O)N(CC(=O)N/N=C/c2ccccc2C(=O)O)c2cc(Cl)cc(Cl)c2)cc1
-2	Cc1cc(N2CCCCC2)nc(SCC(=O)c2ccccc2)n1
5	CC(C)C[C@H]1COc2c(Cl)cccc2S(=O)(=O)N1Cc1ccc(F)cc1F
8	Cc1c(Cl)ccc2c(C(=O)O)cc(-c3ccccc3)nc12
3	Cc1c(-c2cccc(Cl)c2)nc2ccccc2c1C(=O)OCC(=O)Nc1ccc2c(c1)OCO2

(next part)
TbREL1 primary	mol
0	Cc1noc(C)c1NC(=O)N(C)C[C@H]1Oc2ccc(NC(=O)NC3CCCCC3)cc2C(=O)N([C@H](C)CO)C[C@@H]1C
2	O=C(Nc1cc([N+](=O)[O-])ccc1C(=O)NCCN1CCOCC1)c1ccccc1
9	CCN1CCN(C(=S)NC(C)c2ccccc2)CC1 (stereo not drawn)
-2	COc1cccc(N(CC(=O)Nc2ccccc2C(=O)N2CCCC2)S(C)(=O)=O)c1
4	O=C(NC1CCCCN(Cc2ccc(Cl)cc2)C1=O)c1ccccc1 (stereo not drawn)
-3	NC(=O)CN1C(=O)NC2(CCCc3sccc32)C1=O (stereo not drawn)
0	Cc1ccc(C)c(NC(=O)C2CC3c4ccccc4C2c2ccccc23)c1 (stereo not drawn)
4	COc1cc(S(=O)(=O)N2CCN(C(=O)C3CC3)CC2)ccc1NC(C)=O
0	Cc1csc(NC(=O)CSc2nc3[nH]c(=O)cc(O)c3s2)n1
2	CN[C@@H](CO)C(=O)NC[C@H]1O[C@@H](n2cnc3c(=O)[nH]c(N)nc32)[C@H](O)[C@@H]1O

Following part:
TbREL1 primary	mol
-2	COC(=O)c1ccc(CSc2nnc(Nc3ccc(OC)cc3)s2)o1
-4	Cc1nc2sccn2c1-c1csc(NCc2ccccc2)n1
-1	CN(C1CCCCC1)S(=O)(=O)c1ccc(=S)[nH]c1
2	COc1ccc(CNC(=O)C2CCN(C(=O)c3cccc(Cl)c3)CC2)cc1
-2	CN(C)CCCNC(=S)Nc1ccc(Br)cc1
-2	CCCn1c(C(C)Nc2nc(-c3ccc(OC)cc3)cs2)nc2ccccc21 (stereo not drawn)
-3	O=C(O)CCCC(=O)Nc1cccc(-c2nc3ccccc3[nH]2)c1
5	CNCC/C=C1/c2ccccc2CSc2ccccc21
2	C#CCOCCOCCOCCNc1nc(N2CCOCC2)nc(N2CCN(C(=O)[C@H]([C@@H](C)CC)n3cc(CCCCN)nn3)CC2)n1
-1	CNS(=O)(=O)c1ccc2c(c1)C(=O)c1cc(S(=O)(=O)NC)ccc1CC2

(more compounds)
TbREL1 primary	mol
-2	COC(=O)CSc1nnc(CNc2ccc(OC)cc2)n1C
4	COc1ccc(OC)c(NC(=O)c2cc(-c3cc(Cl)ccc3O)n[nH]2)c1
6	Nc1nnc(-c2ccc(F)cc2)s1
0	Cc1ccc(-n2nc(C(=O)N3CCN(C)CC3)c3c4ccccc4n(C)c3c2=O)cc1
3	CCCCC(=O)Nc1ccc(NC(=O)C(C)C)cn1
1	CCOc1ccc(NC(=O)CN(c2ccc(OC)cc2)S(=O)(=O)c2cccs2)cc1
-2	Cc1ccc(NCC(=O)Nc2c(C)n(C)n(-c3ccccc3)c2=O)cc1S(=O)(=O)N(C)C
-1	COc1ccc(CC(=O)OCC(=O)Nc2ncc(Cl)cc2Cl)cc1
-2	CCn1cnc2cc(NCc3ccc(OC)cc3)ccc21
-1	CCCn1ncc(CN2CCC(n3nccc3NC(=O)c3ccccc3OC)CC2)c1C
-2	O=C(CSc1ccc2nnc(-c3cccc(F)c3)n2n1)NCC1CCCO1 (stereo not drawn)

Assay outcomes as filed in PubChem BioAssay.
